# Source: PubChem BioAssay (National Center for Advancing Translational Sciences (NCATS))
# CHX counter – counter-screen for Shiga toxin inhibitors: cycloheximide protein synthesis inhibition. cell reporter, cycloheximide protein synthesis inhibition counterscreen. AID 2314. max response, %. actives 12% (n = 300,000); in the data active = max response mostly above about 13%, no sharp cut-off; inactive = mostly below about 14%; also: read at 38.3 µM for the half of the compounds with a filed dose; 0% is about no effect
# Pf growth 96h – P. falciparum growth inhibition at 96 hours; P. falciparum luciferase reporter growth, 96 h; Potency, µM (top dose mostly 28.7 µM), for inactives: at the top dose activity change, negative = inhibition, usual class: inhibitors; actives 6.9% (n = 320,000); AID 504834; also: potency is read from the fitted curve at half-maximal effect; % is scaled to controls: 0 for no effect and ±100 for the full control effect
#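 P. falciparum expressing integrated firefly luciferase grown in erythrocytes (2% hematocrit, 0.05% parasitemia final) with compounds for 96 hours at 37 C, 5% CO2. Growth inhibition read as loss of luminescence after adding luciferase detection reagent.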
# LmPK inh – blocks Leishmania mexicana pyruvate kinase activity | purified LmPK, Kinase-Glo ATP luminescence, 1 h | Potency, µM (series often up to 57.5 µM), for the others: at the top dose activity change, negative = inhibition, most hits filed as inhibitors | actives 0.37% (n = 290,000); also: potency is read from the fitted curve at half-maximal effect; % is scaled to controls: 0 for no effect and ±100 for the full control effect
# Target sequence (Q27686 whole entry, looked up): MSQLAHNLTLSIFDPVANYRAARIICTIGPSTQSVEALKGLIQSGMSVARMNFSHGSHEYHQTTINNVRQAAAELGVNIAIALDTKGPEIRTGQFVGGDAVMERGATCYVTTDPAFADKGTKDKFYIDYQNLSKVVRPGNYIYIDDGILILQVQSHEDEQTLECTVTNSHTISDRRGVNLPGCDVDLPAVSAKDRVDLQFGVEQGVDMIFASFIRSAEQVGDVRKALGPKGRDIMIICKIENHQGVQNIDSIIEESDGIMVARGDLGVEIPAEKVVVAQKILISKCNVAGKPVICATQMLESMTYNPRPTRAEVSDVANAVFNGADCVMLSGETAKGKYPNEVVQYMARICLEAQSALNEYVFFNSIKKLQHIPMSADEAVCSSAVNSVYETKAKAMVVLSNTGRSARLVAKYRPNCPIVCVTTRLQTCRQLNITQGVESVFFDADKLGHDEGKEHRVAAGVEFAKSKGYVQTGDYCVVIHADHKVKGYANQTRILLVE
#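 ATP generated from ADP (0.1 mM) and PEP (0.5 mM) by 0.1 nM LmPK over 1 h at room temperature (pH 7.2 imidazole buffer) was detected by coupled luciferase luminescence. Values were normalized to uninhibited and no-enzyme wells.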
# AMA1 RON2 block – AMA1-RON2 (P. falciparum) interaction inhibition; AlphaScreen AMA1-biotinylated RON2 peptide binding; Potency, µM (series often up to 58.2 µM), for the others: at the highest dose activity change, negative = inhibition, hits mostly inhibitors; actives 0.2% (n = 360,000); AID 720542;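 also: potency is read from the fitted curve at half-maximal effect; 0% = vehicle wells and -100% = peptide control; nearly all actives have a fitted effect of over 45% in size; some results filed as inactive show a strong effect at the top dose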
#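 AMA1 (3D7) with his tag at 25 nM final met compounds first, then biotinylated RON2 peptide at 25 nM; detection used donor plus acceptor beads, 10 µg/mL apiece, read by AlphaScreen after 30 min at room temperature.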
# Pf growth 48h – inhibits P. falciparum growth in the first generation, 48 h. actives 5.9% (n = 310,000). AID 504832. P. falciparum luciferase growth in erythrocytes, 48 h. Potency, µM (series often up to 28.7 µM), for the others: top-dose activity change, negative = inhibition, hits mostly inhibitors; also: potency is read from the fitted curve at half-maximal effect; % is scaled to controls: 0 for no effect and ±100 for the full control effect
#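 Parasite viability was followed by luminescence of a genomically integrated firefly luciferase. Cultures held 0.1% parasitemia at 2% hematocrit (final), incubated under 5% CO2 at 37 C.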
# Shiga inhibitor – blocks Shiga toxin action in Vero cells; actives 9.2% (n = 290,000); AID 2315; Vero cells, Shiga toxin protein synthesis inhibition reporter; inhibition, % at 38.7 µM; in the data active = inhibition mostly above about 28%, no sharp cut-off; inactive = mostly below about 43%; also: 0% is about no effect
# TbPYK inhibitor – inhibitors of Trypanosoma brucei pyruvate kinase; Q57TT1; TbPYK enzyme, Kinase-Glo Plus ATP luminescence, 45 min; Potency, µM (series often up to 76.8 µM), without a hit: at the top dose activity, negative = inhibition, actives largely listed as inhibitors; actives 0.12% (n = 410,000); AID 624173; also: potency is read from the fitted curve at half-maximal effect; % is scaled to controls: 0 for no effect and ±100 for the full control effect; nearly all actives have a fitted effect of over 50% in size
#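 Readout: single end-point luminescence (Kinase-Glo Plus, 10 min). Reaction conditions were TbPYK/substrate plus 130 uM ADP, 45 min at RT, pH 7.2 TEA buffer. No-enzyme wells served as controls, and data were normalized before concentration-response fitting.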
# An asterisk follows results filed as active; ? = inconclusive; · = not tested or not shown; & = joins results of further samples; ! = not active in a repeat; [ ] = dose if it differs, or a comment. Unless noted, calls follow the shape of the dose curve; as a rule, active = well fitted curve in the direction sought with a large enough effect; inconclusive = small, poorly fitted or top-dose-only effect, or another doubt; inactive = no such curve, though single readings can be large; an effect the other way counts as inactive or inconclusive. Hits appear at their usual frequency; 21% or so of the library scored in one or more.
# Preview, 3 compounds:
1) Nc1sc(-c2ccccc2)n[n+]1Cc1cccc2cccnc12
2) Cc1ccc(NC(=O)COc2ccccc2C(=O)NCCc2ccccc2)cc1
3) COc1ccc(N2CCN(C(=O)Nc3cccc(C(F)(F)F)c3)CC2)cc1

assay / compound	1	2	3
CHX counter	-2	7	-2
Pf growth 96h	?	?	·
LmPK inh	-1%	13%	0%
AMA1 RON2 block	-3%	-3%	-7%
Pf growth 48h	?	6%	10%
Shiga inhibitor	-5	6	-9
TbPYK inhibitor	-7%	0%	1%&-15%

# The listing, from the start:
1) Nc1sc(-c2ccccc2)n[n+]1Cc1cccc2cccnc12
2) Cc1ccc(NC(=O)COc2ccccc2C(=O)NCCc2ccccc2)cc1
3) COc1ccc(N2CCN(C(=O)Nc3cccc(C(F)(F)F)c3)CC2)cc1
4) CCOc1ccc2oc(C(=O)N(Cc3nnc(-c4ccccc4Cl)o3)C3CC3)c(C)c2c1
5) O=C(CSc1nnc(-c2cnccn2)n1Cc1ccco1)c1ccc2ccccc2c1
6) CC(=O)NC1(C(F)(F)F)C(=O)Nc2c1c(=O)[nH]c(=O)n2Cc1ccco1 (configuration not stated)
7) Cc1cccc(-n2nnnc2SCc2csc(-c3ccccc3)n2)c1
8) CCn1c(SCC(=O)Nc2nc(C)cs2)nnc1C(NC(=O)c1ccccc1Cl)C(C)C (configuration not stated)

assay / compound	1	2	3	4	5	6	7	8
CHX counter	-2	7	-2	·	-5	7	7	8
Pf growth 96h	?	?	·	8.3µM*	10µM*	·	?	·
LmPK inh	-1%	13%	0%	·	6%	5%	4%	3%
AMA1 RON2 block	-3%	-3%	-7%	54%[activator]	-3%	6%	23%	6%
Pf growth 48h	?	6%	10%	12µM*	13%	21%	1%	-26%
Shiga inhibitor	-5	6	-9	·	-37	-1	38	-7
TbPYK inhibitor	-7%	0%	1%&-15%	-22%	-7%	-9%	2%	-6%

9) CCCn1cc(SCC(=O)Nc2ccc3c(c2)OCO3)c2ccccc21
10) CCN(CC)S(=O)(=O)c1ccc2c(c1)c(=O)c(C(=O)NCc1ccc3c(c1)OCO3)cn2C
11) O=C1C=C(c2cc3ccccc3s2)C[C@@H](c2ccc(F)cc2)C1
12) COc1ccc(CCNC(=O)CCCOc2cc(=O)n(C)c3ccccc23)cc1OC
13) O=C(CN1C(=O)NC2(CCc3ccccc32)C1=O)c1ccc(Br)cc1 (configuration not stated)
14) CCOC(=O)c1ccc(NC(=O)COc2ccc(S(=O)(=O)N3CCCC3)cc2)cc1
15) CC(C(=O)c1ccccc1)[n+]1cccc(C(N)=O)c1 (configuration not stated)
16) CC1(C(=O)N2CC3(CC(c4cccc([N+](=O)[O-])c4)=NO3)C[C@H]2C(=O)NCC(N)=O)CC1 (some centres not stated)

assay / compound	9	10	11	12	13	14	15	16
CHX counter	-1	-4	·	6	·	-3	-2	-3
Pf growth 96h	10µM*	-5%	?	?	22%	?	31%[activator]	64%[activator]
LmPK inh	0%	-2%	·	9%	·	3%	1%	6%
AMA1 RON2 block	-16%	·	-2%	0%	13%	-1%	6%	0%
Pf growth 48h	?	-10%	0%	-17%	12%	·	43%	18%
Shiga inhibitor	17	-18	·	21	·	-4	-12	-14
TbPYK inhibitor	0%	·	4%	3%	5%	4%	-4%	0%

17) Cc1cc([N+](=O)[O-])c(N2CCC[C@@H]2C(=O)O)c([N+](=O)[O-])c1
18) CCOC(=O)c1ccc(NCCOC)c([N+](=O)[O-])c1
19) CCOc1ccccc1N1CCN(C(=O)c2ccccc2)CC1
20) c1cncc(CNc2nc(N3CCOCC3)nc(N3CCOCC3)n2)c1
21) O=C(Nc1ccc(Br)cc1)N1CCCC(O)C1 (configuration not stated)
22) O=C(NC1CCCCC1)C(c1ccncc1)N(Cc1ccccc1)C(=O)c1ccc(-c2ccccc2)[nH]1 (configuration not stated)
23) CCOC(=O)c1ccc[n+](CC(=O)c2ccccc2)c1
24) O=C(N/N=C/c1ccco1)c1ccc(NC(=O)C2CCCCC2)cc1

assay / compound	17	18	19	20	21	22	23	24
CHX counter	-4	40*	1	-2	24*	-2	7	8
Pf growth 96h	21%	6%	31%[activator]	?	26%	-3%	-15%	?
LmPK inh	8%	-5%	-2%	-10%	8%[11.5 µM]	-3%	-1%	-13%
AMA1 RON2 block	-4%	-20%	-7%	9%	16%	-27%	0%	6%
Pf growth 48h	-24%	86%[activator]	-28%	·	128%[activator]	?	-4%	-2%
Shiga inhibitor	13	88*	-5	-19	70	-13	-3	-6
TbPYK inhibitor	-6%	-6%	-12%	-8%	-1%	2%	2%	-6%

# Screen by screen, from the results shown:
# CHX counter, nos. 17 to 24: -4, 40*, 1, -2, 24*, -2, 7, 8
# Shiga inhibitor, nos. 17 to 24: 13, 88*, -5, -19, 70, -13, -3, -6
# AMA1 RON2 block, nos. 17 to 24: -4%, -20%, -7%, 9%, 16%, -27%, 0%, 6%

# (more compounds)
25) COc1cccc(CNC(=O)c2ccc3nc[nH]c3c2)c1
26) CN1CCN(/N=C/c2ccc(-c3ccccc3)cc2)CC1
27) COc1ccc(NC(=O)CN2C(=O)NC(C)(C3CCCCC3)C2=O)c(OC)c1 (configuration not stated)
28) CCOC(=O)CSc1nnc(CNc2ccccc2Cl)n1-c1ccccc1
29) CCOC(=O)C1/C(=N\O)CC(C)(O)C(C(=O)OCC)C1c1ccc(N(C)C)cc1 (configuration not stated)
30) Cc1c(Cl)cccc1Nc1ccccc1C(=O)O
31) O=C(COC(=O)C1(c2ccccc2F)CCCC1)N1CCc2ccccc21
32) CC1Sc2ccc(S(=O)(=O)CCC(=O)NCc3ccccc3Cl)cc2NC1=O (configuration not stated)

assay / compound	25	26	27	28	29	30	31	32
CHX counter	14	49*	·	-6	5	-4	-2	-3
Pf growth 96h	37%[activator]	29%	-9%	·	?	13µM*!	7%	?
LmPK inh	2%	-20%	·	0%	0%	11%	0%	-2%
AMA1 RON2 block	-10%	-17%	-20%	0%	-1%	-8%	19%[11.6 µM]	22%
Pf growth 48h	35%[activator]	80%[activator]	-9%	?	·	?	17%	9%
Shiga inhibitor	-11	63*	·	10	2	-7	-2	11
TbPYK inhibitor	-6%	-3%	1%	-3%	-13%	-10%&-1%	3%	5%

33) CCOC(=O)C1CCN(c2ncnc3c2nnn3Cc2ccccc2Cl)CC1
34) CSc1ccc(/C=N/NC(=O)c2ccc(C)c(C)c2)cc1
35) S=c1[nH]nc(-c2cc(-c3ccco3)[nH]n2)n1-c1cccc2ccccc12
36) CCOC(=O)C1CCCN(S(=O)(=O)c2ccc(-c3cc(C)no3)s2)C1 (configuration not stated)
37) O=S(=O)(Nc1cccnc1)c1ccccc1
38) CCn1c(SCC(=O)Nc2cccnc2Cl)nnc1-c1ccccc1
39) CSCC[C@@H](Nc1nc(-c2ccccc2)nc2c1oc1ccccc12)C(=O)O
40) CN(CC(=O)Nc1cccc(F)c1)C(=O)c1ccc(C(=O)c2ccccc2)cc1

assay / compound	33	34	35	36	37	38	39	40
CHX counter	-3	44*	-2	2	-5&9	-1	-2	·
Pf growth 96h	39%[activator]	-12%	?	?	31%[activator]	25%	-15%	9.3µM*
LmPK inh	-4%	6%	7.9µM*	0%	-4%	0%	5%	·
AMA1 RON2 block	-15%	-2%	-6%	1%	19%	15%	-4%	-22%
Pf growth 48h	-11%	30%[activator]	?	?	17%	-7%	?	?
Shiga inhibitor	-20	52*	13	-4	-8&-11	6	1	·
TbPYK inhibitor	4%	-6%	?	3%	0%	-4%	32%	2%

41) OC(COc1ccc(Br)cc1)CN1CCOCC1 (configuration not stated)
42) CCOC(=O)c1ccc(CNC(=O)Cn2nnc(-c3ccccc3F)n2)o1
43) C=CCn1c(=S)[nH]c2nc3c(cc2c1=O)COC(C)(C)C3
44) Cc1ccc(NC(=O)CN2C(=O)S/C(=C\c3cccn3-c3cccc(C(=O)O)c3)C2=O)c(C)c1
45) CCOc1cccc(C(=O)NC(=S)Nc2cccnc2)c1
46) COc1ccc(Cc2nnc(SCC(=O)c3ccc4c(c3)OCO4)o2)cc1
47) Cc1cc(C)nc(SCC(=O)Nc2ncccn2)n1
48) CCOC(=O)CSc1nc(=O)n2ccccc2n1

assay / compound	41	42	43	44	45	46	47	48
CHX counter	2	11	-3	10	38*	·	-4	-1
Pf growth 96h	0%	?	·	30%	2.6µM*	20%	-12%	-9%
LmPK inh	-1%	12%	0%	-3%	-7%	·	-4%	0%
AMA1 RON2 block	4%	7%	2%	5%	-1%[2.32 µM]	-1%	·	15%
Pf growth 48h	-10%	?	-3%	4%	39%[activator]	?	13%	9%
Shiga inhibitor	11	-14	-12	-18	80*	·	-4	-4
TbPYK inhibitor	-3%	-1%	-2%	-5%	-2%	2%	·	-2%

49) CCOC(=O)C1=C(C)NC(C)=C(C(=O)OCC)C1C(=O)OCC(=O)N1c2ccccc2CC1C (configuration not stated)
50) CCOC(=O)C1=C(CS(=O)(=O)c2ccccc2)NC(=O)NC1c1cc(OC)c(O)c(OC)c1 (configuration not stated)
51) O=c1[nH]cnc2c1C(c1ccccc1[N+](=O)[O-])c1c(nc[nH]c1=O)O2
52) CCOc1ccc(NC(=O)CN(C)C(=O)CC(NC(=O)c2ccccc2)c2ccccc2)cc1OCC (configuration not stated)
53) C/C(=N\NC(N)=O)c1ccc(-n2ccnc2)cc1
54) CCOC(=O)CC(=O)c1sc2c(c1N)c(=O)[nH]c(=O)n2-c1ccc(OC)cc1
55) O=C1CC(c2ccncc2)c2cc3c(cc2N1)OCO3 (configuration not stated)
56) Cc1[nH]c(C)c(S(=O)(=O)NCCc2ccccc2)c1C(=O)N1CCCCC1

assay / compound	49	50	51	52	53	54	55	56
CHX counter	-3	-1	0	·	-2	-1	-3	10
Pf growth 96h	?	2.6µM*	·	?	-50%	5.2µM*	·	-1%
LmPK inh	-15%	0%	-2%	·	-2%	-4%	-10%	-1%
AMA1 RON2 block	-1%&-8%	1%	-10%	-15%	-3%	-4%	-5%	-2%
Pf growth 48h	·	17%	6%	?	31%[activator]	?	-2%	11%
Shiga inhibitor	-7	2	-4	·	-9	-4	13	-8
TbPYK inhibitor	1%&-2%	0%	12%	6%	4%	6%	-2%	2%

57) COc1ccccc1OCC(=O)N(Cc1nc(-c2ccccc2)no1)C(C)C
58) Cc1cccc(NC(=S)N(CCCN2CCOCC2)C(C)c2cc3ccccc3o2)c1 (configuration not stated)
59) O=C(NC1CCCC1)c1cc2c(=O)n3ccccc3nc2s1
60) COc1ccc(CCNC(=O)CC(c2ccccc2)c2cccc(C)c2O)cc1OC (configuration not stated)

assay / compound	57	58	59	60
CHX counter	-6	10	·	1
Pf growth 96h	-4%	56%[activator]	4%	31%[activator]
LmPK inh	-3%	-8%	·	23%
AMA1 RON2 block	-5%	-1%	1%	-21%
Pf growth 48h	5%	?	41%[activator]	?
Shiga inhibitor	-13	-7	·	15
TbPYK inhibitor	6%	-1%	-11%	2%
